Bioassay records as filed in PubChem.
NPC1 promoter act: activators of NPC1 promoter; Huh7 NPC1 promoter luciferase reporter, 24 h; Potency, µM (top dose mostly 9.22 µM), inactives show top-dose activation, most hits filed as activators; hit rate 2.4% among 320,000; AID 485313;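 note: potency is the fitted concentration of half-maximal effect; % of control where 0% means no effect; nearly all actives have a fitted effect of over 60% in size; reporter is driven by a mutant NPC1 promoter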
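Quantitative HTS used a cell-based reporter: Huh7 cells stably bearing the NPC1 promoter upstream of luciferase were treated with compounds for 24 h, and promoter activation was read as luminescence.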
BRCA1 expr up: increases BRCA1 expression | Potency, µM (titrated, usually from 46.1 µM), without a hit: at the highest dose activation, usual class: activators | MCF7-BRCA1-FFLuc reporter, luminescence, 48 h; response scale: scaled: vehicle 0%, 10 µM genistein 100% | hit rate 1.1% among 380,000; note: potency is the fitted concentration of half-maximal effect; nearly all actives have a fitted effect of over 80% in size; some results filed as inactive show a strong effect at the top dose
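MCF7 cells carrying a BRCA1-firefly luciferase reporter (2000 cells/well, phenol-red free MEM) were attached for 2 h at 37 °C, then given compounds for 48 h. Luminescence was read 15 min after luciferase reagent; activity normalized to genistein (10 microM) and DMSO.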
Giardia kill: Giardia lamblia killing; Giardia lamblia trophozoite viability; hit rate 0.15% among 340,000; activity change, % at 7.66 µM, hits read low; in the data active = activity change below about -80%; inconclusive = between about -30% and that limit;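 note: parasites exposed to compound for two days anaerobically before the ATP read; % is set by controls: 0 for no effect and ±100 for the full control effect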
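Giardia trophozoites, 100 cells per well, were exposed to compounds for 48 hrs at 37 deg C under anaerobic conditions; viability was then read as ATP content by bioluminescence after 15-30 min at room temperature.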
RORg inh: inhibitors of mouse ROR gamma transcriptional activity | Drosophila S2 Gal4-RORgamma UAS-luciferase reporter, 20 h | Potency, µM (highest dose often 53.6 µM), for inactives: at the highest dose activity change, negative = inhibition, hits mostly inhibitors | hit rate 5.4% among 310,000 | AID 2551; note: potency is the fitted concentration of half-maximal effect; % is set by controls: 0 for no effect and ±100 for the full control effect; nearly all actives have a fitted effect of over 60% in size
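Compounds are pin-transferred onto Drosophila Schneider cells expressing a copper-inducible Gal4–ROR gamma transactivation domain fusion. After 1 hr, copper sulfate is added to 700 uM final; luciferase is read 20 hr later.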
p53 reactivation: re-activators of mutant p53; H1299 p53-A138V BP100-luciferase reporter, luminescence, 24 h; Potency, µM (doses to about 92.2 µM), for the others: top-dose activity change, positive = activation, actives largely listed as activators; AID 504706; hit rate 0.063% among 320,000; note: potency is the fitted concentration of half-maximal effect; % of control where 0% means no effect; nearly all actives have a fitted effect of over 45% in size
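p53-null H1299 cells stably carrying temperature-sensitive p53-A138V and a BP100-luciferase reporter were pinned with compounds (4-point, 1:5 series) and held 24 hrs at 37 deg C. Luminescence was read 10 min after detection reagent.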
Gal4-VP16 FLuc: inhibits Gal4-VP16 luciferase reporter, ROR gamma counter-screen; AID 2546; Drosophila S2 Gal4-VP16 UAS-luciferase, luminescence, 20 h; hit rate 3.5% among 310,000; Potency, µM (highest dose often 53.6 µM), inactives show at the top dose activity, negative = inhibition, usual class: inhibitors;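 note: Gal4-VP16 expression switched on by copper sulfate through the metallothionein promoter; potency is the fitted concentration of half-maximal effect; % is set by controls: 0 for no effect and ±100 for the full control effect; nearly all actives have a fitted effect of over 50% in size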
PKM2 act: PKM2 (human) enzyme activation. hit rate 0.34% among 260,000. Potency, µM (series often up to 57.5 µM), inactives show top-dose activation, most hits filed as activators. purified PKM2, Kinase-Glo ATP luminescence, activation; response scale: 0% is enzyme alone, no compound. P14618. AID 1631; note: potency is the fitted concentration of half-maximal effect; % is set by controls: 0 for no effect and ±100 for the full control effect; nearly all actives have a fitted effect of over 55% in size
Target sequence (P14618 whole entry, looked up): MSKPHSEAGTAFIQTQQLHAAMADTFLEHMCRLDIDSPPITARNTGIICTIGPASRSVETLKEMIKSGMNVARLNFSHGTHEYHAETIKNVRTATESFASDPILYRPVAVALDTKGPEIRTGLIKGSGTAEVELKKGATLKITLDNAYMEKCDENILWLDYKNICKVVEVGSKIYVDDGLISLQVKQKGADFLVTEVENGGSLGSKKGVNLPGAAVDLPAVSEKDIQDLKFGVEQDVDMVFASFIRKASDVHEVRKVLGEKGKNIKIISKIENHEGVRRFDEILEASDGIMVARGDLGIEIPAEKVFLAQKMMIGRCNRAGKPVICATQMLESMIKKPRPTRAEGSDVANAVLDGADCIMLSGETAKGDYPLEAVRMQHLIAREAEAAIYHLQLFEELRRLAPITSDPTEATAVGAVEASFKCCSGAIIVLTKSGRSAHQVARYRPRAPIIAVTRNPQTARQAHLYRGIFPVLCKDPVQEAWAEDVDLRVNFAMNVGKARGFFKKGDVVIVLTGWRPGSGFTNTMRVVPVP
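ATP formation by purified human PK-M2, quantified via coupled luciferase luminescence after 1 h at room temperature with 0.1 mM ADP and 0.5 mM PEP final.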
ELG1 genotox: genotoxicity induction in ELG1-luciferase HEK293T cells | HEK293T ELG1-luciferase reporter, luminescence, 16 h | Potency, µM (series often up to 46 µM), without a hit: top-dose activity change, positive = activation, hits mostly activators | hit rate 1.3% among 330,000 | AID 504466; note: potency is the fitted concentration of half-maximal effect; % of control where 0% means no effect; nearly all actives have a fitted effect of over 60% in size
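Cells (2,000/well) expressing the ELG1-luciferase fusion are dosed by pin tool and kept 16 hr at 37 °C, 5% CO2. Signal comes from ONE-Glo luciferase reagent after 30 min at room temperature.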
Rab9 promoter act: activates the Rab9 promoter; Huh7 Rab9 promoter-luciferase reporter, luminescence, 24 h; Potency, µM (highest dose often 9.22 µM), inactives show at the highest dose activation, negative = inhibition, actives largely listed as activators; hit rate 2.8% among 320,000; note: potency is the fitted concentration of half-maximal effect; % of control where 0% means no effect; nearly all actives have a fitted effect of over 60% in size
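Measured in stably transfected Huh7 cells bearing a Rab9 promoter–luciferase construct: 24 h compound treatment at 37 °C, followed by luminescence detection.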
FLuc modulator: inhibits or activates purified firefly luciferase, miR-21 counter-screen; P08659; purified FLuc, Km substrates, luminescence inhibition; Potency, µM (titrated, usually from 57.5 µM), for the others: at the highest dose activity change, negative = inhibition, most hits filed as inhibitors; hit rate 6.9% among 360,000; AID 588342;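 note: potency is the fitted concentration of half-maximal effect; plate controls were vehicle for no effect and reference inhibitor for full effect; nearly all actives have a fitted effect of over 55% in size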
Target sequence (P08659 whole entry, looked up): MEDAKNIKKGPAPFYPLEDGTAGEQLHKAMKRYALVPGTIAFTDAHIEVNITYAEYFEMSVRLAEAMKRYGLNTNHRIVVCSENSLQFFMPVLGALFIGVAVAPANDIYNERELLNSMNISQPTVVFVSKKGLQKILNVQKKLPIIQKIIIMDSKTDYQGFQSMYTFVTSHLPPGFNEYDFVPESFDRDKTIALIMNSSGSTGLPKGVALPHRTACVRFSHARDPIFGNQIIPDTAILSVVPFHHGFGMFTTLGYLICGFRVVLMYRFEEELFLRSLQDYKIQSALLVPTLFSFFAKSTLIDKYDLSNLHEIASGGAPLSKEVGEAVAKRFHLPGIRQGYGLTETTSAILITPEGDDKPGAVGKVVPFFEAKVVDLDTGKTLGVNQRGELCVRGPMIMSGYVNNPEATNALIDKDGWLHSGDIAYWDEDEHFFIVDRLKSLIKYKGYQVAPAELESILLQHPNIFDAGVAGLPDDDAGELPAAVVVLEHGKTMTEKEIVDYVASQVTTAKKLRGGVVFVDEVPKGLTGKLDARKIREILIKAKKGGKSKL
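Biochemical qHTS of compounds, final roughly 60 µM downward over six points, against 10 nM purified firefly luciferase using Km concentrations of substrates (10 uM D-luciferin, 10 uM ATP) in Tris acetate pH 7.5 buffer; luminescence output.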
Menin MLL FP TR: menin-MLL binding inhibition, Texas Red mutant peptide. O00255. Menin + Texas Red MLL mutant peptide, fluorescence polarization. Potency, µM (series often up to 61.6 µM), for inactives: at the top dose FP activity change, negative = inhibition, usual class: inhibitors. hit rate 0.23% among 270,000; active = well fitted inhibition curve with a large enough effect in the polarisation, with a control signal flat, not every such curve was filed as active; inconclusive = small, poorly fitted or top-dose-only effect, or effect the other way, or a change in a side signal; inactive = no such curve, though single readings can be large or run the other way; the % refers to the polarisation; note: potency is the fitted concentration of half-maximal effect; % of control where 0% means no effect; many of its hits are not listed in these tables
* = called active by the depositor; ? = inconclusive; · = not tested or not shown; [ ] = dose if it differs, or a comment. Unless noted, calls come from the whole dose curve; as a rule, active = well fitted curve in the direction sought with a large enough effect; inconclusive = small, poorly fitted or top-dose-only effect, or another doubt; inactive = no such curve, though single readings can be large; an effect the other way counts as inactive or inconclusive.

Values run as follows: NPC1 promoter act, BRCA1 expr up, Giardia kill, RORg inh, p53 reactivation, Gal4-VP16 FLuc, PKM2 act, ELG1 genotox, Rab9 promoter act, FLuc modulator, Menin MLL FP TR
> CC(C)C(OC(=O)c1ccco1)C(=O)NCc1ccc2c(c1)OCO2 (centres undefined)
  3%, 4%, -4, -10%, 2%, 0%, ·, 3%, -1%, 1%, ·
> O=C(NCC(c1ccco1)N1CCc2ccccc21)c1ccc([N+](=O)[O-])cc1 (centres undefined)
  1%, -32%, -2, ·, -4%, ·, ·, -21%, 0%, -8%, ·
> CCN(CC)CCn1c2c(c(SCC(=O)Nc3cccc(C(C)=O)c3)nc1=O)CCCC2
  5%, -15%, -7, ·, -8%, ·, ·, 4%, 1%, 18%, ·
> Cc1cc(C(=O)Nc2sc(C)c(C)c2C#N)no1
  24%, 27%, -10, 4%[0.365 µM], ?, ·, 1%, 11µM*, 8%, 19µM*, 10%
> CCc1cccc(OCCN2CCCC2)c1
  -4%, 16%, -15, -20%, -4%, -2%, 6%, 0%, -2%, 12%, 4%
> Cc1ccc(C2(C)NC(=O)N(CC(=O)N(C)CC(=O)Nc3cccc4ccccc34)C2=O)cc1 (centres undefined)
  -2%, -18%, -3, ·, -6%, ·, ·, -2%, -4%, 2%, ·
> O=C(CC1C(=O)NCCN1Cc1ccc(-c2ccccc2)cc1)NCC1CC1 (centres undefined)
  -1%, -3%, 15, 3%, -4%, -5%, 1%, -5%, -6%, 6%, 3%
> COc1cccc(C(=O)N(CN2CCCC2=O)c2cccc(Cl)c2)c1OC
  1%, 2%[1.84 µM], 10, -6%, 0%, 3%, -5%, -3%, 1%, 4%, -21%
> COCCCNC(=O)/C(C#N)=C/c1c(N2CCN(c3cccc(Cl)c3)CC2)nc2c(C)cccn2c1=O
  -6%, -49%, -6, 15%, -5%, -21%, ·, -14%, -1%, 2%, ?
> CCN1C(=O)C(CC(=O)Nc2ccc(OC)cc2)N(CCc2ccccc2)C1=S (centres undefined)
  -5%, -19%, 1, 21%, -2%, -3%, 12%, -5%, -4%, -9%, ?
> NC(=O)c1ncc(C(F)(F)F)cc1Cl
  1%, -25%, -16, -5%, 1%, -3%, 4%, 3%, 3%, -2%, 20%
> O=C(NC(Cc1c[nH]c2ccccc12)C(=O)NCCCN1CCOCC1)c1cccs1 (centres undefined)
  0%, -2%, -13, 12%, -1%, -15%, -3%, 1%, -3%, 4%, 2%
> CCN(CC)C(=O)CCCOc1ccc(Cl)cc1Cl
  3.2µM*, ?, -8, 29%, ?, 15%, -9%, 8%, ?, ?, -15%
> Cc1ccc(C(C[N+](=O)[O-])c2c(-c3ccccc3O)[nH][nH]c2=O)cc1 (centres undefined)
  3%, -1%, -15, 5µM*, -20%, 11µM*, -15%, 2%, 10%, -18%, 3%
> COc1ccc(-n2c(C)cc(C(=O)CN3C(=O)NC4(CCCc5sccc54)C3=O)c2C)cc1 (centres undefined)
  -2%, -22%, -10, ?, 1%, ?, -15%, -2%, 0%, 1%, -7%
> COc1ccccc1N(CC(O)COc1ccccc1C)S(=O)(=O)c1ccccc1 (centres undefined)
  -3%, -14%, 4, ?, -16%, -4%, -2%, -7%, -1%, -2%, -6%
> Cc1nnc(SCC(=O)NNC(=O)c2ccco2)s1
  -2%, 6%, -6, ·, 8%, ·, ·, 1%, -5%, -2%, ·
> C=CCn1c(NC(C)c2cc(Cl)ccc2O)nc2ccccc21 (centres undefined)
  5%, -21%, 10, -102%, -9%, ?, 15%, -11%, -4%, -5%, 15%[11.7 µM]
> CC(OC(=O)/C(C#N)=C/c1ccc(N(C)C)cc1)C(=O)N(C)Cc1ccccc1 (centres undefined)
  -5%, 36%, -16, 23%, -9%, -18%, 4%, -13%, 0%, -9%, ·
> Cc1ccc(CNS(=O)(=O)c2ccccc2[N+](=O)[O-])cc1
  2%, 14%, 10, 21%, 7%, -5%, 5%, 0%, -2%, -5%, -4%
> Cc1cc2ccccc2c(=O)n1CC(=O)N1CCN(c2cccc(Cl)c2)CC1
  4%, -2%, -3, -20%, 6%, 4%, -8%, 0%, 1%, 0%, -13%
> O=C(NC(=S)NCC1CCCO1)c1ccccc1 (centres undefined)
  15%, 53%, -5, ?, ?, ?, -6%, 11%, 13%, ?, -25%
> CC1CC(C)CN(C(=O)c2cccc(S(=O)(=O)Nc3cc(C(F)(F)F)ccc3Cl)c2)C1 (centres undefined)
  -4%, -1%, 7, ?, -1%, -12%, 3%, -6%, -9%, 5%, 4%
> Cc1ccc2c(c1)c1n[nH]c(=S)nc1n2CCc1ccccc1
  -9%, -23%, 6, 4µM*, 0%, ?, ·, -6%, -8%, -3%, -28%
> N#C/C(=C\Nc1ccccc1SC(F)(F)F)c1nc(-c2ccc(Cl)cc2)cs1
  0%, -8%, 12, 17%, 21%, -6%, -4%, 11%, -4%, 8%, 0%
> O=C(CN1C(=O)NC2(CCCC2)C1=O)NNC(=O)c1ccccc1F
  1%, 4%, -11, ·, 3%, ·, ·, 1%, -1%, 9%, ·
> Cc1ccc(S(=O)(=O)N(CC(=O)N2CCCCCC2)c2ccccc2)cc1
  -1%, -1%, 4, -18%, 0%, 11%, 5%, 2%, -2%, 7%, ?
> CCCCN1CC(=O)N2[C@H]3c4cc(OC)ccc4OC[C@@H]3[C@H](C(=O)OCC)[C@]2(C)C1=O
  8%, -19%, 5, ·, -5%, ·, ·, 3%, -1%, 0%, ·
> CC(C)(Oc1ccc(Cl)cc1)C(=O)NCCN1C(=O)S/C(=C/c2cccnc2)C1=O
  -6%, -18%, 4, -65%, -10%, ?, 8%, 0%, 3%, -1%, -12%
> CN(C(=O)CN1C(=O)S/C(=C\c2ccccc2F)C1=O)C1CCS(=O)(=O)C1 (centres undefined)
  -2%, -15%, -25, -19%, 8%, 24%, ·, 1%, -1%, -13%, -10%

Following part:
Values run as follows: NPC1 promoter act, BRCA1 expr up, Giardia kill, RORg inh, p53 reactivation, Gal4-VP16 FLuc, PKM2 act, ELG1 genotox, Rab9 promoter act, FLuc modulator, Menin MLL FP TR
> O=C(CN1CCC(c2nc3ccccc3s2)CC1)NCc1cccs1
  -14%, -56%, 7, -18%, 8%, -19%, -6%, 16%, -18%, ?, -8%
> Cc1[nH]c2ccccc2c1C(=O)CSc1ccccc1
  3%, 12%, -21, 8%, 12%, -4%, ?, 5%, 1%, ?, 12%
> O=C(Nc1c(C(=O)N2CCOCC2)oc2ccccc12)c1cccc([N+](=O)[O-])c1
  -5%, 10%, 10, -12%, 12%, -3%, ·, -1%, -3%, 3%, ·
> NC(=O)c1cccc(CC(=O)c2ccccc2)c1
  0%, 51%, 10, 6%, 27%, 21%, -1%, 4%, -2%, -4%, ·
> Cc1ccc(S(=O)(=O)NCc2cccnc2)cc1C(=O)NC1CCCCC1
  0%, -19%, 9, ·, -4%, ·, ·, -4%, -3%, 9%, ·
> COc1cc(C2C(C#N)=C(N)OC3=C2C(=O)CCC3)ccc1OC(=O)N1CCOCC1 (centres undefined)
  0%, 4%, -17, -9%, 4%, -14%, -5%, 5%, -5%, 2%, -15%
> O=C(N/N=C/C(Br)=C\c1ccccc1)c1ccco1
  2.5µM*, 68%, -6, -31%, ?, 6%, 2%, ?, 4µM*, 3µM*, ·
> CCN(CC)S(=O)(=O)c1cccc(NC(=O)CCNC(=O)c2ccccc2Cl)c1
  -3%, 4%, 4, 26%, -5%, 2%, ·, -4%, -1%, -1%, -6%
> CCC(C)NC(=O)NC1C(NC(=O)NC(C)CC)N(C)C(=O)N1C (centres undefined)
  -2%, -4%, -7, 21%, 8%, -1%, 1%, 2%, -1%, -2%, 0%
> O=C(Cn1ncc2c3ccccc3n(Cc3ccccc3F)c2c1=O)NCCCN1CCCC1=O
  -7%, -3%, -15, 4%, -4%, -5%, ·, -6%, -5%, 1%, ·
> Cc1cccn2c(=O)c3cc(C(=O)NCc4ccco4)c(=N)n(C(C)C)c3nc12
  -2%, -25%, -11, -8%, 8%, -6%, 1%, -7%, 1%, 1%, -8%
> CCc1ccccc1NC(=O)N1CCCc2ccccc21
  -1%, 9%, -5, 15%, 24%, -8%, 0%, 11%, 4%, -2%, -20%
> O=C(Nc1nn[nH]n1)c1ccc(S(=O)(=O)N2CCCCC2)cc1
  17%, -9%, -10, -9%, -4%, 0%, -9%, 1%, 0%, -13%, 13%
> COc1cccc(COC(=O)c2c(C)nn(-c3ccccc3)c2Cl)c1OC
  14%, -4%, 5, 4%, 1%, 11%, 3%, ?, -5%, 0%, ·

Some of the compounds tested; count on the stated rates, not on these rows.
